Compound activity: PubChem, several laboratories
CHT PAM – human CHT allosteric activation; Q9GZV3; CHT-expressing cells, membrane potential dye, choline EC20; stronger effect = higher value; LV-AA mutant CHT in HEK293 cells; B-score at 10 µM; actives 0.49% (n = 310,000); AID 488977;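 active = initial fluorescence not abnormally high and integrated response B-score, plate-corrected, over 3 SD above library mean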
Target sequence (Q9GZV3 whole entry, looked up): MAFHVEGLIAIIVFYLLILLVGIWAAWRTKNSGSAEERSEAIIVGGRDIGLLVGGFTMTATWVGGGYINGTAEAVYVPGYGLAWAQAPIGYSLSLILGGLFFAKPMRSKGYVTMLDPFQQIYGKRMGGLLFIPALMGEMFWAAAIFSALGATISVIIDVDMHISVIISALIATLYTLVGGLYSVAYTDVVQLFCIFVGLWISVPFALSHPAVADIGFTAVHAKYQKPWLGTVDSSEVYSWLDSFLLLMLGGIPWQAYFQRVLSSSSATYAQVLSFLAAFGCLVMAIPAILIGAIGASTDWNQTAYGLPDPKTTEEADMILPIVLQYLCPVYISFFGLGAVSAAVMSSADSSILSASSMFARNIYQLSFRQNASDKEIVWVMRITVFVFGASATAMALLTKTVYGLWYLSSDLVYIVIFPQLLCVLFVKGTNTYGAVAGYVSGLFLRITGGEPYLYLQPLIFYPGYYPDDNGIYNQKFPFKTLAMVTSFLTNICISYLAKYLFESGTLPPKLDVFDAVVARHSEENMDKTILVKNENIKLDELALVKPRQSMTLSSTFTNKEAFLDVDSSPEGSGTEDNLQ
CHT inh – human CHT choline transport inhibition. Q9GZV3. CHT-expressing cells, membrane potential dye, choline response; stronger effect = lower value. B-score at 10 µM. actives 0.86% (n = 310,000). AID 488975;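 active = B-score over 3 SD under the library average, and starting fluorescence ratio not unusually high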;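 also: choline stimulus applied at its EC90 after an EC20 pre-addition; B-score computed on integrated fluorescence ratio after choline addition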
STK33 inh – inhibitors of human STK33 kinase; Q9BYT3; purified STK33, MBP phosphorylation, ADP-Glo luminescence; inhibition, % at 10 µM; actives 0.073% (n = 320,000);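 active = inhibition at or above 25%, using the most active replicate where run in duplicate; inactive = inhibition below 25%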
Target sequence (Q9BYT3 whole entry, looked up): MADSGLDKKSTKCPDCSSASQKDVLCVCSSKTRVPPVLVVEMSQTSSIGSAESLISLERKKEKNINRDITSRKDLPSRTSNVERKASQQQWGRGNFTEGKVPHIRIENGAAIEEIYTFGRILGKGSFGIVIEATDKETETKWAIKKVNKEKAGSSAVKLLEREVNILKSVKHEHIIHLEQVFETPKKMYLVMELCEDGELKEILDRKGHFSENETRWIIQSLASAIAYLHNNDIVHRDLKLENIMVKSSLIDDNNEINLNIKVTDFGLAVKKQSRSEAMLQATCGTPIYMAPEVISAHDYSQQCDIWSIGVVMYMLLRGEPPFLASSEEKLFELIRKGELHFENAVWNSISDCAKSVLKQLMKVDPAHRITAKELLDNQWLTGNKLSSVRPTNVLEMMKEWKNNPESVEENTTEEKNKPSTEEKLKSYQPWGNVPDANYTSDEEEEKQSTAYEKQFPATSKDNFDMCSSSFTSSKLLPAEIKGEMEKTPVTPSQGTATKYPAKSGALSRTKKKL
* hit, by the source's call; i = inactive; x = not tested or not shown.

SMILES	CHT PAM	CHT inh	STK33 inh
COCCCNC(=O)C(C)N1c2cccc3cccc(c23)S1(=O)=O (stereo not drawn)	i	i	-0.2
Cc1cc(C)n2c(Br)c(CN3CCCC(C)C3)nc2n1 (stereo not drawn)	6.6*	i	-0.5
Oc1ccc(Cl)cc1C=Nc1ccccc1Br	i	i	-0.8
Cc1noc(C)c1CSc1ncnc2ccccc12	i	i	1.0
COc1ccc2c(c1)OC13CCN(C)CC1C2C(C(=O)c1ccc(F)cc1)C(=O)N3 (stereo not drawn)	i	i	-0.3
COCCNC(=O)CN(C(=O)Cn1nnc2ccccc21)c1ccccc1C	i	i	1.3
CN(C)C(=O)[C@H]1C[C@H]1[C@@H](O)[C@H](CO)NC(=O)[C@H](Cc1ccccc1)NC(=O)OC(C)(C)C	i	i	-1.6
CC(C)Oc1ccc(S(=O)(=O)N2CCCCC2)cc1NC(=O)CN1C(=O)NC(C)(c2ccccc2)C1=O (stereo not drawn)	i	i	0.0
Cc1cccc(C)c1NC(=O)Cn1c(=O)n(CCC(=O)NCc2ccco2)c(=O)c2sccc21	i	i	-2.5
Cc1cc(N2CCCC2)n2nc(C)nc2n1	i	i	-0.9
CCOc1cccc(C(=O)Nc2ccc(NC(=O)c3ccccc3)c(C)c2)c1	i	i	0.0
COc1ccc(/C=C2\SC(=O)N(CC(=O)NC3CCS(=O)(=O)C3)C2=O)cc1 (stereo not drawn)	i	i	0.8
CCOCN(C(=O)Cn1c(C(C)O)nc2ccccc21)c1c(C)cccc1CC (stereo not drawn)	i	i	-1.0
CC1(C)CC2CC(C)(CN2C(=O)c2cc(-c3ccc(F)cc3)on2)C1 (stereo not drawn)	i	i	-1.5
Cc1cc2ccccc2c(=O)n1CC(=O)NCC(=O)N(C)C1CCCCC1	i	i	0.0
Cc1ccc(C(=O)COC(=O)C(C)N2C(=O)C3C4C=CC(C4)C3C2=O)cc1C (stereo not drawn)	i	i	-0.2
COc1ccc(CC(NC(C)=O)C(=O)N2CCN(C(=O)Nc3cccc(Cl)c3)CC2)cc1OC (stereo not drawn)	i	i	-0.6
CN1CCOc2cc(S(=O)(=O)Nc3ccc(F)cc3)ccc21	i	i	0.8
O=C(Cc1cccs1)NNC(=S)NC(=O)c1ccc(F)c(F)c1	i	i	-1.2
CCc1ccc(N/C(N)=N/c2nc(CSc3ncccn3)cc(=O)[nH]2)cc1	i	i	-0.2
COc1ccc(-c2nn(-c3ccccc3)cc2/C=C(\C#N)C(N)=O)cc1[N+](=O)[O-]	i	i	-0.1
COCCCNC(=O)CCC(=O)Nc1ccc2nc(N3CCOCC3)cc(C)c2c1	8*	i	-8.3
O=C(c1ccc(S(=O)(=O)N2CCC(c3nc4ccccc4s3)CC2)cc1)N1CCOCC1	i	i	-0.9
COc1cccc(NC(=O)CSc2nc3ccccc3c(=O)n2CCCC(=O)N2CCCC2)c1	i	i	-0.1
O=C(NCc1ccccn1)c1ccc(CNS(=O)(=O)c2ccc(F)cc2)cc1	i	i	0.1
CC(=O)c1ccc(NC(=O)CSCC(=O)Nc2ccc3ccccc3c2)cc1	i	i	-0.4
COC(=O)c1cccnc1-n1c(=O)c2cccnc2n(Cc2cccc(OC)c2)c1=O	i	i	-0.4
COc1ccc(C(=O)Cn2nnc(-c3cccs3)n2)cc1	i	i	-1.4
O=C(O)CC(NC(=O)OCc1ccccc1)c1ccc(Br)cc1 (stereo not drawn)	i	i	-0.1
O=C(C[C@H]1C(=O)N(Cc2ccccc2)C[C@@H]1Cc1ccccc1)Nc1ccccc1	i	i	2.3
COc1ccc(-c2ccc(C(C)=O)cc2)cc1[C@H]1[C@@H]2C=CCC[C@@]2(C)C(=O)N1Cc1ccccc1	i	i	-0.2
NC12CC3CC(CC(C3)C1)C2	i	i	-1.4
COc1cccc(N2CC(=O)Nc3c(oc4nc(-c5ccccc5)cc(C)c34)C2=O)c1	i	i	-1.3
Cc1nc(N)nc(Nc2ccc(C#N)cc2)c1Br	i	i	0.0
Cc1ccc(CN2CCN(c3ncccn3)CC2)c(C)c1	i	i	0.8
CCOC(=O)C1CCCN(C(=O)c2ccc3oc(CCc4ccccc4)nc3c2)C1 (stereo not drawn)	i	i	-0.5
COc1cc(Nc2nc(-c3ccccc3)c3cc(C)ccc3n2)cc(OC)c1OC	i	i	-0.4
CN(CC(=O)Nc1c(Cl)cccc1Cl)C(=O)c1ccccc1Cc1ccccc1	i	i	1.0
O=C1CC2(CCN(C(=O)C3CC(=O)N(c4ccc(F)cc4)C3)CC2)Oc2ccccc21 (stereo not drawn)	i	i	-1.4
CCNC(=O)C(CC(C)C)NC(=O)C(CO)NC(=O)C1CCC(=O)N1 (stereo not drawn)	i	i	-3.5
COc1cccc(C(=O)N2CCN(C(=O)c3cccc(F)c3)CC2)c1	i	i	-0.2
CCn1c(N2CCN(CC(=O)c3c[nH]c4ccccc34)CC2)nc2c1c(=O)[nH]c(=O)n2C	i	i	0.8
Cc1ccsc1/C=C1/SC(N2CC(C)OC(C)C2)=NC1=O (stereo not drawn)	i	i	0.1
O=C(Cc1ccccc1)c1c[nH]c(C(=O)NCCCN2CCOCC2)c1	i	i	-0.8
CCSc1nnc(Nc2ccc(C)cc2)s1	i	i	0.2
COc1cc2nc(=S)n3[nH]c(CCn4nc(C)cc4C)nc3c2cc1OC	i	i	0.5
Cc1cc(Cl)c(S(=O)(=O)NC(C(=O)O)c2ccccc2)cc1OCC(N)=O (stereo not drawn)	i	i	-2.6
Nc1nc(-c2cccs2)cs1	i	i	0.5
CC(=O)c1ccccc1C(=O)N1CCC(n2nccc2NC(=O)C2CC2)CC1	i	i	-0.9
CC(=O)C1=C(O)C(=O)N(Cc2ccccc2)C1c1ccc([N+](=O)[O-])cc1 (stereo not drawn)	i	i	-0.4
CCOC(=O)C1=C(COC(=O)CCOc2ccccc2C)NC(=O)NC1C (stereo not drawn)	i	i	-0.8
COc1ccc(NC(=O)C2CCN(S(=O)(=O)c3c(C)nn(C)c3C)CC2)cc1	i	i	0.3
c1ccc(-c2nc3nonc3c3nc4ccccc4n23)cc1	i	i	-1.9
CCN(CC)S(=O)(=O)c1cc(NS(=O)(=O)c2ccccc2)ccc1C	i	i	0.1
COc1ccccc1-n1cnnc1SCC(=O)NCC1CCCO1 (stereo not drawn)	i	i	-0.7
CC(C)c1ccccc1NC(=O)CC1(CC(=O)O)CCCC1	i	i	-0.1
COC(=O)C1=C[C@@H](C(=O)OC)[C@@H]2C3=C(C(=O)C2(C)C)[C@H](c2ccccc2)[C@@H]2C(=O)N(C)C(=O)[C@@H]2[C@@H]3C1	i	i	-0.7
CN1CCN(/N=C/c2nc(-c3ccc(Cl)cc3)n3ccccc23)CC1	i	i	12
CCCCc1cc(=O)oc2c(C)c(OCC(=O)NCC3CCC(C(=O)O)CC3)ccc12 (stereo not drawn)	i	i	0.2
CCOc1ccc(NC(=O)CN(C)C(=O)C2CCCC2)cc1OCC	i	i	-2.4

Next results follow:
SMILES	CHT PAM	CHT inh	STK33 inh
CC1CCCN(C(=O)C(Cc2ccccc2)n2cccc2)C1 (stereo not drawn)	i	i	-1.7
COc1cccc(-c2cc(C(=O)Nc3ccc4c(c3)OCO4)no2)c1	i	i	-2.3
COc1ccc(OC)c(C2/C(=C(/O)c3ccc(C)cc3)C(=O)C(=O)N2Cc2ccco2)c1 (stereo not drawn)	i	i	-0.7
COc1ccccc1CNC(=O)c1cc(S(=O)(=O)N2CCOCC2)cn1C	i	i	0.7
Cc1nc2ccccc2nc1OCC(=O)NCC(F)(F)F	i	i	0.1
Cc1cccc(/C(N)=N/OC(=O)COc2ccc(Cl)cc2)c1	i	i	-1.8
CN(C(=O)CSc1ncnc2scc(-c3ccccc3)c12)C1CCS(=O)(=O)C1 (stereo not drawn)	i	i	0.9
COc1ccc(CCN2CCCn3c2nc2c3c(=O)n(CC(C)C)c(=O)n2C)cc1OC	i	i	-0.1
Cc1cccc2sc(NC(=O)CSCc3ccccc3)nc12	i	i	-0.2
Cc1nn(C)c(C)c1C1Nc2ccccc2C(=O)N1O (stereo not drawn)	i	i	-0.6
Cc1cccc(N2CCN(C(=O)c3cccn4c(=O)c5c(C)c(C)sc5nc34)CC2)c1C	i	i	-0.2
CSc1ccc(C(=O)C2CCCN(C(=O)CCc3c(C)nn(C)c3C)C2)cc1 (stereo not drawn)	i	i	1.5
CCOC(=O)c1ccc2ncc(C(=O)OCC)c(NCCN(C)C)c2c1	i	i	4.1
O=C(CN1CCOCC1)Nc1ncccn1	i	i	1.3
CCOc1ccccc1N1CC(C(=O)Nc2cc(S(C)(=O)=O)ccc2Cl)CC1=O (stereo not drawn)	i	i	-2.0
CCCOC(=O)c1c(N)sc(C(=O)OCC)c1C	i	i	-1.8
CC1CCCN(CCCNC(=O)c2cn(C)c3ccc(S(=O)(=O)N(C)C4CCCCC4)cc3c2=O)C1 (stereo not drawn)	i	i	1.0
COc1ccccc1NC(=S)NCc1ccc2c(c1)OCO2	i	i	1.1
CCOC(=O)CN1C(=O)N(CC(=O)OCC)C(c2ccccc2)(c2ccccc2)C1=O	i	i	-1.7
Cc1csc(NC(=O)Cc2ccc(Cl)cc2)n1	i	i	-4.2
CCOC(=O)N1CCN(C(=S)Nc2ccc(C)c(C)c2)CC1	i	i	-2.3
Oc1csc(Cc2nc(-c3ccc(-c4ccccc4)cc3)cs2)n1	i	i	0.6
O=c1c2c(nc3nc(Cc4ccccc4)[nH]n13)CCC2	i	i	0.0
O=Cc1ccc(OCc2cn3ccccc3n2)cc1	7.1*	i	1.6
Cc1cc(C)cc(NC(=O)CN2CCN(c3ncccn3)CC2)c1	i	i	-1.3
COC(=O)c1ccc(C)c(NC(=O)c2ccc(Cl)c([N+](=O)[O-])c2)c1	i	i	-0.9
Cc1cccn2c(=O)c(C=Nc3ccc(Cl)cc3)c(NCCO)nc12	i	i	2.0
O=C(/C=C/c1ccccc1)N1CCN(CCN2C(=O)c3cccc4cccc(c34)C2=O)CC1	i	i	-3.5
CCCNC(=S)N1CC2(C)CN(C(=O)C(=O)OC)CC(C)(C1)C2=O	i	i	-0.7
O=C(NC1CCCCCC1)c1ccc2c(=O)n3c(nc2c1)CCCCC3	i	i	-0.9
COCc1cc(C)n(CC(=O)Nc2ccc(Cl)cc2Cl)c(=O)c1C#N	i	i	0.3
Cc1cc(-c2nnc(SCc3ccccn3)o2)no1	i	i	-0.9
O=c1cc(N2CCc3ccccc32)[nH]c(=O)n1-c1ccc(Br)cc1	i	i	x
CCC(CO)n1c(SCc2cc([N+](=O)[O-])cc3c2OCOC3)nc2ccccc2c1=O (stereo not drawn)	i	i	-0.2
Cc1cc(C(F)(F)F)nc(SCC(=O)NC2CCCCC2)n1	i	i	1.2
O=C(c1ccc(Cl)c(S(=O)(=O)N2CCCCCC2)c1)N1CCOCC1	i	i	-0.1

Part of the list above in order of molecular weight, highest first:
SMILES	CHT PAM	CHT inh	STK33 inh
CCC(CO)n1c(SCc2cc([N+](=O)[O-])cc3c2OCOC3)nc2ccccc2c1=O (stereo not drawn)	i	i	-0.2
O=C(/C=C/c1ccccc1)N1CCN(CCN2C(=O)c3cccc4cccc(c34)C2=O)CC1	i	i	-3.5
O=C(c1ccc(Cl)c(S(=O)(=O)N2CCCCCC2)c1)N1CCOCC1	i	i	-0.1
COCc1cc(C)n(CC(=O)Nc2ccc(Cl)cc2Cl)c(=O)c1C#N	i	i	0.3
Cc1cccn2c(=O)c(C=Nc3ccc(Cl)cc3)c(NCCO)nc12	i	i	2.0
CCCNC(=S)N1CC2(C)CN(C(=O)C(=O)OC)CC(C)(C1)C2=O	i	i	-0.7
O=C(NC1CCCCCC1)c1ccc2c(=O)n3c(nc2c1)CCCCC3	i	i	-0.9
Oc1csc(Cc2nc(-c3ccc(-c4ccccc4)cc3)cs2)n1	i	i	0.6
Cc1cc(C)cc(NC(=O)CN2CCN(c3ncccn3)CC2)c1	i	i	-1.3
CCOC(=O)N1CCN(C(=S)Nc2ccc(C)c(C)c2)CC1	i	i	-2.3
Cc1cc(-c2nnc(SCc3ccccn3)o2)no1	i	i	-0.9
O=c1c2c(nc3nc(Cc4ccccc4)[nH]n13)CCC2	i	i	0.0
O=Cc1ccc(OCc2cn3ccccc3n2)cc1	7.1*	i	1.6

Remaining list, next part:
SMILES	CHT PAM	CHT inh	STK33 inh
O=C(Nc1ccccc1)/C(=C/c1ccc2c(c1)OCO2)NC(=O)c1ccco1	i	i	-0.2
CC(=O)N(C)c1ccc(NS(=O)(=O)c2cccc3nsnc23)cc1	i	i	-0.7
Cc1ccc(C)n1-c1cccc(S(=O)(=O)N2CCOCC2)c1	i	i	-0.7
O=C(NCc1ccco1)c1ccc(COc2cccc3ccccc23)cc1	i	i	-1.3
COc1ccc2oc(C(=O)OCC(=O)NCc3ccccc3OC)c(C)c2c1	i	i	-0.9
CCCc1cc(=O)oc2cc(OC3CCCCC3=O)ccc12 (stereo not drawn)	i	i	-1.8
COc1cccc(CC(NC(C)=O)C(=O)NC2CCN(C(=O)c3ccc(Cl)cc3)CC2)c1OC (stereo not drawn)	i	i	0.3
O=C(NCCCN1CCOCC1)C1(c2ccccc2)CCCC1	i	i	2.0
CC(C)c1cc(C(C)C)c(S(=O)(=O)NNC(=O)c2ccncc2)c(C(C)C)c1	i	i	0.6
Cc1c(Cl)cccc1NC(=O)COC(=O)c1c2c(nc3ccccc13)CCN(Cc1ccccc1)C2	i	i	-1.7
O=C(CN1CCN(C(=O)c2ccccc2)CC1)Nc1ccc(Br)cn1	i	i	-1.0
O=C(c1cc2cc(Cl)ccc2[nH]1)N1CCN(c2ccccc2F)CC1	i	i	-0.8
COc1cc(C)nc(OCCNS(=O)(=O)c2cc(C)ccc2C)n1	i	i	-0.4
Cn1cc(/C=C(\NC(=O)c2ccccc2)C(=O)NCCN2CCOCC2)c2ccccc21	i	i	0.9
